# Bioassay records (PubChem)
# GlmU inhibition – inhibition of mycobacterial GlmU enzyme – biochemical, glucosamine-1-phosphate acetyltransferase (AID 1376). M. tuberculosis GlmU acetyltransferase enzyme assay; higher % means a stronger effect. one-dose inhibition, %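 (tested at 30 µM in the primary screen)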; IC50 in µM for titrated hits. 220,000 compounds, 0.25% hits. Bifunctional protein GlmU (Mycobacterium tuberculosis (strain ATCC 25618 / H37Rv)); in the data active means inhibition above about 13%;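 further: 0% = complete reaction with vehicle and 100% = reaction without substrate; strong numbers were not always called active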
# RmlCD inh 1536 – M. tuberculosis RmlC/RmlD coupled enzyme inhibitors, primary screen, biochemical, compound mixtures, 384-well, from 1536-well plates. dTDP-4-dehydrorhamnose reductase (Mycobacterium tuberculosis (strain ATCC 25618 / H37Rv)) …. RmlC+RmlD coupled enzyme assay, percent inhibition; primary screen in compound mixtures. inhibition, % at 3.6 µM. 160,000 compounds, 0.03% hits; in the data active means inhibition mostly above about 34%, no sharp cut-off; further: some results filed as inactive read as strong as hits
# Target sequence (P9WH09 whole entry, looked up): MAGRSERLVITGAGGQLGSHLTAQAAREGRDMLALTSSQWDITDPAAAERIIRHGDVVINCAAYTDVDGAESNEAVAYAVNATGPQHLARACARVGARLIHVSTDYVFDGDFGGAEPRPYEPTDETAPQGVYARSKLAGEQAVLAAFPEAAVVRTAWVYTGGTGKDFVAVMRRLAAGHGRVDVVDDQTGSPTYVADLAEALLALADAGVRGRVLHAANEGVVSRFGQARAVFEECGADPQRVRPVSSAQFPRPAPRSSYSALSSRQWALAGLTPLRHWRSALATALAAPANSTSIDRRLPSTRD
# Target sequence (P9WH11 whole entry, looked up): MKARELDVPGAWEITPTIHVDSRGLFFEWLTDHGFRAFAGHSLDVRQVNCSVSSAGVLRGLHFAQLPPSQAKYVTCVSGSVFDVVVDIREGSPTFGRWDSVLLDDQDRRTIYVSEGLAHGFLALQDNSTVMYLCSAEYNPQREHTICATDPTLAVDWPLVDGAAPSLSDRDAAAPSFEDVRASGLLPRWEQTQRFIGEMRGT
# * hit, by the source's call; nt = no result given. These rows are one share of the data; the hit share may differ from the screen's.
SMILES,GlmU inhibition,RmlCD inh 1536
Cc1cccc(OCC(=O)N2CCN(Cc3ccc([N+](=O)[O-])cc3)CC2)c1,0.8%,-52
COc1cc(CC(=O)NCc2ccco2)cc(OC)c1OC,-0.7%,nt
Cc1c(Cl)c([N+](=O)[O-])nn1CC(=O)Nc1ccc2c(c1)OCO2,3.3%,-11
COc1ccc(CNC(=S)Nc2ccc(F)c(Cl)c2)cc1,-1.8%,nt
O=c1[nH]cnc2c1N1CCC2CC1,-0.7%,nt
COc1ccc(CCNC(=O)COc2ccc(C)nc2[N+](=O)[O-])cc1OC,-5.8%,-5
Cc1ccccc1Nc1nc(N)nc(CSc2nc3ccccc3s2)n1,1.6%,1
Cc1noc(C)c1NC(=O)NCCN1CCN(Cc2ccccc2)CC1,-0.6%,1
Cc1nn(C)c(C)c1NC(=O)c1ccnn1C,7.2%,nt
CCCCC(CCC(=O)O)(C(=O)OCC)c1csc(Nc2ccc(C)cc2)n1 (stereo not drawn),-3.3%,5
Cn1cnnc1SCc1ccc(C(=O)N/N=C(\CCC(=O)O)c2ccc(C(C)(C)C)cc2)cc1,-2.5%,-2
CN(C)S(=O)(=O)c1ccc(NC(=O)c2ccc(Br)o2)cc1,-1.7%,nt
CC(C)Cc1cc(C(=O)NCCc2ccccc2)no1,3.7%,-1
Cc1nc(C(=O)N(C)C)nn1-c1cc(Cl)cc(Cl)c1,3.8%,3
O=C(c1ccco1)N1CCN(Cc2nnnn2CCc2ccccc2)CC1,-3.0%,nt
CCCC/C=C/C(NC(=O)c1ccc(C(=O)OC)cc1)c1ccccc1 (stereo not drawn),-0.7%,nt
CCN(CC)S(=O)(=O)c1ccc(NC(=O)C2CCCO2)cc1 (stereo not drawn),3.3%,nt
COC(=O)C1=CN(C2CC2)C=C(C(=O)OC)C1c1ccc(C(F)(F)F)cc1,4.6%,10
CC1CN(C(=O)c2cc3c(s2)CCC3)CC(C)O1 (stereo not drawn),-1.3%,nt
CC(C)CC(NC(=O)C1CCCCC1)C(=O)NCc1ccccn1 (stereo not drawn),-5.8%,-1

# Looked up above.
# CCN(CC)S(=O)(=O)c1ccc(NC(=O)C2CCCO2)cc1 (stereo not drawn) in GlmU inhibition reads 3.3%
# CN(C)S(=O)(=O)c1ccc(NC(=O)c2ccc(Br)o2)cc1 in GlmU inhibition reads -1.7%

# Going on with the list:
SMILES,GlmU inhibition,RmlCD inh 1536
N#Cc1c(NC(=O)C2CC=CCC2C(=O)O)sc2c1CCCCCC2 (stereo not drawn),3.4%,-11
CC(=O)N1C(C)(C)CC(=NOS(=O)(=O)c2ccccc2)CC1(C)C,-8.1%,-11
CCOC(=O)c1c(NC(=O)c2ccccc2)sc2c(O)c(CN(CC)CC)ccc12,-0.5%,-17
CCCCN(c1ccc(C(=O)OC)cc1)S(=O)(=O)c1ccccc1,3.7%,21
CC(C)(C)OC(=O)NCCCC(CCCNC(=O)OC(C)(C)C)C(=O)O,0.7%,106
CCc1ccc(N(C(=O)Cn2nnc(-c3ccccc3)n2)C(C(=O)NC2CCCCC2)c2ccccn2)cc1 (stereo not drawn),-8.1%,nt
CCN1C(=O)/C(=C\c2cn(-c3ccccc3)nc2-c2cccnc2)SC1=S,-2.0%,-10
Cc1ccc(NC(=O)CCl)cc1S(=O)(=O)N1CCCCCC1,7.2%,7
Cn1cccc1C(=O)c1ccc(Cl)cc1Cl,-2.3%,11
COC(=O)c1ccccc1NC(=O)c1ccc(COc2cccc3ccccc23)o1,5.0%,nt
O=C(CSc1nnc(-c2ccc3c(c2)OCO3)n1-c1ccccc1)c1ccc(Cl)cc1,3.9%,-1
COc1cc(OC)nc(/N=C/N(C)C)n1,-5.1%,nt
CC/C(=N\NC(N)=O)c1ccc(OC(F)F)cc1,-2.0%,13
COc1cc([N+](=O)[O-])cc(/C=N/NC(=O)c2ccc(NC(=O)c3ccc(C)cc3)cc2)c1O,-4.7%,3
O=C(O)CSCC(=O)Nc1ccc(-c2nc3ccccc3s2)cc1,87µM*,-9
Cc1[nH]c2ccccc2c1/C=N/Nc1nc2ccccc2[nH]1,-7.1%,-7
O=S(=O)(Cc1ccccc1)N1CCN(C2Cc3ccccc3C2)CC1,1.7%,nt
Cc1ccc2cc3cc(C(=O)NCCCN4CCc5ccccc5C4)oc3nc2c1,-3.4%,92
CCn1ccnc1CN(C)Cc1cn(C)nc1-c1ccccc1F,9.2%,-3
CC(=O)Nc1cccc(NC(=O)C(=O)c2cn(CC(=O)N3CCCCC3)c3ccccc23)c1,0.7%,-9
O=C(CN(CCCN1CCOCC1)C(=O)Cn1nnc(-c2ccc(F)cc2)n1)NC1CCCCC1,-0.3%,nt
CN(C)C(=O)NC1C=CS(=O)(=O)C1 (stereo not drawn),-3.2%,-1
CSc1nc2c(c(=O)[nH]1)C(c1ccc(Cl)cc1)CC(=O)N2 (stereo not drawn),-4.0%,-4
CCOC(=O)c1c(NC(=O)CNC2CCCCC2)sc(C)c1C,-6.4%,31
O=C1CN(C(=O)CSc2nnnn2-c2ccc(Cl)cc2)c2ccccc2N1,6.2%,18
COc1ccc(NC(=O)C2(c3cccs3)CCOCC2)cc1,-3.2%,13
CCN(c1cccc(C)c1)S(=O)(=O)c1cnc[nH]1,5.9%,3
C=CCn1c(SCC(=O)Nc2ccc3c(c2)OCCO3)nnc1-c1ccco1,-3.2%,nt
CCOCC(=O)Nc1ccc([N+](=O)[O-])cc1OC,-6.5%,8
O=C(Cn1nc(-c2ccccc2)ccc1=O)NCC1COCCO1 (stereo not drawn),-3.0%,nt
COCCCNC(NC(=O)c1ccc(Cl)cc1)C(Cl)(Cl)Cl (stereo not drawn),-5.0%,-8
O=S(=O)(c1ccc(N2CCCC2)cc1)C(F)(F)F,1.5%,-12
O=C(CN1CCC(n2nnc3cc(C(F)(F)F)ccc32)CC1)N1CCc2ccccc21,-4.3%,15
COc1ccc(C2c3[nH]c4ccccc4c3CCN2CCCn2cccn2)cc1C (stereo not drawn),-0.6%,nt
COc1cc(-c2nc3cnccn3c2Nc2ccc(C(C)C)cc2)ccc1O,1.6%,nt
COC(=O)C1=C(C(=O)c2ccc(C)cc2)C(c2ccc(OC)c(OC)c2)n2nnnc2N1 (stereo not drawn),-4.1%,-4
COC(=O)Nc1ccc(S(=O)(=O)Nc2cnc3ccccc3n2)cc1,-5.2%,5
Cn1c(CN2CCOCC2)nnc1SCC(=O)Nc1ccc2c(c1)OCCO2,1.6%,nt
Fc1cccc(Cl)c1CNn1cn[nH]c1=S,3.0%,-7
Cc1ccccc1Cn1c(=O)sc2ccccc2c1=O,-2.7%,-5
CCc1nn(CC(=O)NCCN2CCN(C)CC2)c(=O)c2cc3occc3n12,1.6%,10
O=S(=O)(NCc1cccs1)NCc1ccccc1F,nt,-6
CCN(CC)c1ccc(C(=O)NC(=S)N2CCN(Cc3ccc4c(c3)OCO4)CC2)cc1,1.2%,nt
CCC(=O)Oc1ccc2oc(=O)cc(C)c2c1,-2.7%,-11
COC(=O)c1ccc(NC(=O)CN2C(=O)CNC2=O)cc1,4.3%,nt
CC1CC(C)CN(S(=O)(=O)c2ccc3c(c2)n(C)c(=O)c(=O)n3C)C1 (stereo not drawn),-1.8%,-15
Cc1ccc(-n2cc(CN3CCN(c4ccccn4)CC3)c(-c3ccc(F)cc3)n2)cc1,1.6%,-14
COc1ccc(C(=O)NC(=S)Nc2nnn(C)n2)cc1,1.5%,10
Cc1ccc(N2C(=O)NC(=O)/C(=C\C=C\c3ccco3)C2=O)cc1C,3.9%,-8
COC(=O)CC(=O)c1ccc2c(c1)OCO2,2.7%,nt

# (more compounds)
SMILES,GlmU inhibition,RmlCD inh 1536
CCOC(=O)C1CCCN(S(=O)(=O)c2cc(OCC(=O)NC3CCCCC3)c(C)cc2Cl)C1 (stereo not drawn),6.7%,-7
O=C(CN(C1CCCCC1)S(=O)(=O)c1ccc(F)cc1)NCc1ccncc1,1.4%,nt
c1ccc2c(c1)ccc1ncccc12,-6.4%,-2
CCC(C)Sc1nc2c(c(=O)[nH]c(=O)n2C)n1CCc1ccccc1 (stereo not drawn),-5.6%,5
O=C(NNS(=O)(=O)c1ccccc1F)c1sccc1-n1cccc1,-2.8%,nt
COc1ccccc1NC(=S)NCCc1ccc(F)cc1,-6.8%,-9
O=S(=O)(c1ccc(S(=O)(=O)N2CCN(C/C=C/c3ccccc3)CC2)cc1)N1CCCC1,1.4%,2
CC1CCCCC1NS(=O)(=O)c1ccc(S(=O)(=O)NCc2ccncc2)cc1 (stereo not drawn),4.7%,3
O=C(NCc1ccccc1)c1cnc2n(c1=O)CCS2,2.2%,15
COC(=O)CN1C(=S)N(c2ccc(Cl)cc2)C(=O)C1CC(=O)Nc1ccc(F)cc1 (stereo not drawn),-1.4%,10
O=C(O)c1ccc2c(=O)n3c(nc2c1)/C(=C/c1ccccc1C(F)(F)F)CCCC3,-4.1%,15
CCCCn1c(SCC(=O)N2CCCC2)nc2cc(S(N)(=O)=O)ccc21,2.3%,-13
CC(C)[C@@H]1NC(=O)c2cc([N+](=O)[O-])cc(I)c2NCCC[C@@H](C(N)=O)NC(=O)[C@H](CO)NC1=O,2.7%,nt
CCN(CC)S(=O)(=O)c1cc(-c2nn(C)c(=O)c3ccccc23)ccc1C,2.3%,-8
COCCN(CC(=O)NCc1ccc(F)cc1)C(=O)CCC(=O)Nc1nccs1,6.6%,nt
CC1CCN(C(=O)Nc2ccc3nsnc3c2)CC1,1.8%,12
COc1ccccc1NC(=O)N(Cc1ccco1)Cc1cc2c(C)ccc(C)c2[nH]c1=O,-1.5%,nt
CCOc1ccc(N=C2NC(=O)S/C2=C\c2ccc(O)cc2)cc1,-7.3%,nt
CCN1CCN(C(=S)c2ccc(Br)cc2)CC1,6.0%,nt
CC(=O)Nc1cccc(-n2nnc(SCC(=O)Nc3ccccc3)n2)c1,3.7%,-5
O=C1CC(N2CCN(C3CCc4ccccc4C3)CC2)C(=O)N1c1ccccc1 (stereo not drawn),5.7%,nt
O=P1(NCCCn2cc[n+](Cc3nc4ccccc4[nH]3)c2)C=C(c2ccccc2)OC(c2ccccc2)=C1,-6.2%,nt
CN(C(=O)COc1ccc(Cl)cc1Cl)c1nnc(C23CC4CC(CC(C4)C2)C3)s1,-3.7%,nt
CC1=CCC(C(=O)O)C(C(=O)Nc2nc3ccc(S(C)(=O)=O)cc3s2)C1 (stereo not drawn),4.3%,4
Cc1ccc(C)c(S(=O)(=O)NCCOC(=O)Nc2sc(=S)n(C)c2C)c1,6.7%,-5
Cc1cccc(C(=O)N2CCN(Cc3ccc4c(c3)OCO4)CC2)c1,7.0%,7
CCC(=O)Nc1ccc2c(c1)C(=O)N(C)C2=O,1.1%,nt
NS(=O)(=O)c1ccc(NC(=S)NC(=O)C2CCCCC2)cc1,5.7%,-16
CN(C)CCNC(=O)c1cc(Br)ccc1Cl,4.5%,-12
COc1ccc(CC(=O)NCc2ccco2)cc1OC,-3.7%,nt
O=C(CN1CCCCC1)Nc1cc(Cl)ccc1Cl,-0.1%,1
CC1C/C(=N/Nc2ccc([N+](=O)[O-])cc2[N+](=O)[O-])CC(C)(C)C1 (stereo not drawn),-5.8%,nt
O=C1c2ccc3c4c(ccc(c24)C(=O)N1c1ccc2ccccc2c1)CC3,3.2%,8
O=C1CCCC2=C1C(c1ccc(O)cc1)c1c(ccc3ccccc13)N2 (stereo not drawn),-2.1%,1
Cc1cc(=O)oc2cc(OCC(=O)N/N=C/c3cc([N+](=O)[O-])ccc3O)ccc12,-4.1%,4
CN1C(=O)N(C)C(=O)C2(Cc3cc([N+](=O)[O-])ccc3N(C)C2c2ccccc2)C1=O (stereo not drawn),-4.9%,2
O=C(NNC(=S)Nc1cccc(C(F)(F)F)c1)c1ccccc1Cl,-1.8%,-10
C/C(=N/NS(=O)(=O)c1ccc(Cl)cc1)c1cccc(NC(=O)c2ccc(Cl)cc2Cl)c1,nt,3
CSc1nn2cc(CCN3CCOCC3)c(-c3ccc(F)cc3)nc2c1C#N,-3.6%,-5
Cc1cccc(NC(=O)C(CC(C)C)NC(=O)C2CCC(C)CC2)n1 (stereo not drawn),3.2%,2
CCOc1cc2[nH]c(=O)n(CCCCC(=O)NCc3ccco3)c(=O)c2cc1OCC,2.8%,4
CC1CCCCN1C(=O)CSc1nc2ccccc2n1CC(=O)N1CCc2ccccc21 (stereo not drawn),-3.5%,-16
COc1ccc(-c2noc(CCC(=O)Nc3cccc(C)c3)n2)cc1,-0.1%,nt
Cc1ccc(-c2noc(CCC(=O)NCCc3ccccc3Cl)n2)cc1,1.0%,nt

# Entries above that have an aryl thioether with sulfur outside any ring, in the order listed:
SMILES,GlmU inhibition,RmlCD inh 1536
Cc1ccccc1Nc1nc(N)nc(CSc2nc3ccccc3s2)n1,1.6%,1
Cn1cnnc1SCc1ccc(C(=O)N/N=C(\CCC(=O)O)c2ccc(C(C)(C)C)cc2)cc1,-2.5%,-2
O=C(CSc1nnc(-c2ccc3c(c2)OCO3)n1-c1ccccc1)c1ccc(Cl)cc1,3.9%,-1
CSc1nc2c(c(=O)[nH]1)C(c1ccc(Cl)cc1)CC(=O)N2 (stereo not drawn),-4.0%,-4
O=C1CN(C(=O)CSc2nnnn2-c2ccc(Cl)cc2)c2ccccc2N1,6.2%,18
C=CCn1c(SCC(=O)Nc2ccc3c(c2)OCCO3)nnc1-c1ccco1,-3.2%,nt
Cn1c(CN2CCOCC2)nnc1SCC(=O)Nc1ccc2c(c1)OCCO2,1.6%,nt
CCC(C)Sc1nc2c(c(=O)[nH]c(=O)n2C)n1CCc1ccccc1 (stereo not drawn),-5.6%,5
CCCCn1c(SCC(=O)N2CCCC2)nc2cc(S(N)(=O)=O)ccc21,2.3%,-13
CC(=O)Nc1cccc(-n2nnc(SCC(=O)Nc3ccccc3)n2)c1,3.7%,-5
CSc1nn2cc(CCN3CCOCC3)c(-c3ccc(F)cc3)nc2c1C#N,-3.6%,-5
CC1CCCCN1C(=O)CSc1nc2ccccc2n1CC(=O)N1CCc2ccccc21 (stereo not drawn),-3.5%,-16
